ABHD5-PLIN5 inh – ABHD5-PLIN5 interaction inhibitors, primary screen, cell lysate, split luciferase complementation, luminescence | inhibition, % at 4 µM | 0.78% of 360,000 active | Perilipin-5 (Homo sapiens) + 1-acylglycerol-3-phosphate O-acyltransferase ABHD5 (Homo … | Split G. princeps luciferase complementation, 4 h;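 active means inhibition above the mean inhibition across every tested compound plus 3 SD, cut at about 22% in these data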;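 further: 0% = DMSO only wells and the 100% control is not disclosed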
HTR2A ag – mouse Htr2a agonists via beta-arrestin recruitment, primary screen, cell-based, luminescence. 5-hydroxytryptamine receptor 2A (Mus musculus), P35363. CHO-K1 mHTR2A beta-arrestin complementation; percent of 30 µM serotonin response. activation, % at 7.6 µM. 0.66% of 360,000 active;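 active means activation above a run cutoff, the mean activation of all tested compounds plus 3 SD, cut at about 14% in these data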;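 further: 0% = plate median of compound wells and 100% = 30 µM serotonin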
Target sequence (P35363 whole entry, looked up): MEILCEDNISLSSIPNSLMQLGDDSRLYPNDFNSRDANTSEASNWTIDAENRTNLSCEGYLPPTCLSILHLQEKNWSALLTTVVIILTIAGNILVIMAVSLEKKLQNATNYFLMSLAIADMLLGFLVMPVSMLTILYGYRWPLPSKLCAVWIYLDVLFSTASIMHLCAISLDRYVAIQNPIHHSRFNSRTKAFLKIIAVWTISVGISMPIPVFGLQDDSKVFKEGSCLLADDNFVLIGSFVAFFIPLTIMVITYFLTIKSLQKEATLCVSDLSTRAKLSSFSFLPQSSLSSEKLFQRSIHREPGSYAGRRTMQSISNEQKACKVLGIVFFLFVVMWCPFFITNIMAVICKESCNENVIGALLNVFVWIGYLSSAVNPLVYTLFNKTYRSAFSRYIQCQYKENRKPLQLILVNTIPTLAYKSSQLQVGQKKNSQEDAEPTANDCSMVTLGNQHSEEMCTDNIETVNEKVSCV
Cardio protect – cardioprotection against H2O2-induced cell death, primary screen, uHTS, H9c2 cells, ATPLite luminescence | 0.63% of 360,000 active | H9c2 cardiomyocytes, H2O2 injury protection, 2 h | protection from H2O2 cell death, % at 20 µM | AID 588492, 2011;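 active means compounds giving at least 50% protection of heart cells from peroxide-induced death in the single-dose screen, raw or plate-pattern-corrected value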;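 further: 0% = DMSO wells with peroxide and 100% = DMSO wells without peroxide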
Granule exo inh – LAMP-1 surface exposure blockers, TALL-104 cells – cell-based, flow cytometry, MLPCN library, primary screen; AID 651702, 2012; 0.66% of 360,000 active; inhibition, % at 10 µM; TALL-104 LAMP-1 surface exposure; cells stimulated with thapsigargin and PMA;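 active means inhibition above about 55%, limit read from the data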
MC4R barr agon – MC4R agonists recruiting beta-arrestin, primary screen, cell-based, luminescence, agonist arm of biased-ligand search; Melanocortin receptor 4 (Homo sapiens), P32245; U2OS MC4R beta-arrestin complementation; percent of melanotan II response, DMSO zero; activation, % at 8.9 µM; 0.98% of 360,000 active; AID 540308, 2011;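 active means activation above a per-plate cutoff, the mean activation of sample wells on that plate plus 3 SD, cut at about 8% in these data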
Target sequence (P32245 whole entry, looked up): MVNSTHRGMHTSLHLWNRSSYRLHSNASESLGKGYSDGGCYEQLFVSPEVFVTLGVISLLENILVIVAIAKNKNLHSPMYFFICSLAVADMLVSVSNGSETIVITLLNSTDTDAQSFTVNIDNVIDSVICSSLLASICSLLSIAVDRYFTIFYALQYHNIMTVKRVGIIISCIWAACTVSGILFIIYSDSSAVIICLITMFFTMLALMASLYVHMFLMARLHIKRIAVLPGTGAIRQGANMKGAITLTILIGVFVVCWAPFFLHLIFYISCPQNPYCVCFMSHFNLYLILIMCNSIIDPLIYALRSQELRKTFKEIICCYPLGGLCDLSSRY
ABCB6 inh MLPCN – ABCB6 transporter inhibitors, primary screen, K562-ABCB6 cells, flow cytometry, MLPCN library | AID 602162, 2011 | K562-ABCB6 porphyrin accumulation, 1 h; stronger effect = lower value | ATP-binding cassette sub-family B member 6 (Homo sapiens), Q9NP58 | 0.19% of 360,000 active | fluorescence ratio to DMSO, % at 10 µM;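 active means fluorescence ratio to DMSO below 75%, the collection mean minus 3 SD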;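 further: signal is porphyrin accumulated inside mitochondria; 100% equals median channel fluorescence of DMSO control wells; lower ratio means ABCB6 inhibition with less porphyrin fluorescence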
Glyco luc inh – increase of ERlucT glycosylation luciferase signal, primary screen, N-linked glycosylation inhibitor project, D54 ERlucT cells, luminescence, set 2. D54 ERlucT glycosylation luciferase reporter, 24 h; percent of 100 nM tunicamycin response. reporter increase, % at 12.5 µM. 0.23% of 360,000 active. AID 588692, 2011;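 active means mean luciferase reporter signal, scaled so untreated is 0 and the glycosylation-blocking control 100, at or above a set limit in every replicate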;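 further: luciferase carries N-glycosylation sites so blocking glycosylation raises the light; 0% = median of neutral control wells and 100% = median of 100 nM tunicamycin wells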
iPSC survival up – enhancers of single-cell hiPSC survival, primary screen, ATPlite luminescence; 100% = ROCK inhibitor wells, 0% = DMSO; survival enhancement, % at 20 µM; 0.044% of 360,000 active; AID 602274, 2012; in the data active means survival enhancement above about 18%;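 further: cells exposed to compounds for 16 hours before the ATP read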
aDG glyco up – activators of alpha-DG glycosylation, primary screen, uHTS, Pro5-aDG cells, AlphaScreen. alpha-DG glycosylation AlphaScreen (IIH6); 0% Pro5, 100% B10-LARGE cell signal. AID 624168, 2012. 0.22% of 360,000 active. activation, % at 10 µM;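 active means activation of at least 8% versus controls, or a plate z-score of at least 8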;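 further: Pro5 are CHO cells carrying HIG-tagged alpha-DG that lacks glycosylation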
MC4R antagonist – MC4R antagonists of cAMP signaling, primary screen, cell-based, TR-FRET, antagonist arm of biased-ligand search. Melanocortin receptor 4 (Homo sapiens), P32245. MC4R-expressing cells, MTII-stimulated cAMP, LANCE TR-FRET. inhibition, % at 6.5 µM. 0.48% of 360,000 active. AID 540295, 2011;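 active means inhibition above its plate's cutoff, the mean of tested wells on that plate plus 3 SD, cut at about 29% in these data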;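 further: 0% = Melanotan II alone and 100% = Melanotan II plus saturating MCL0020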
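Material – human MC4R-expressing U2OS cells · Repeats – no replicates · Detection – TR-FRET with Eu-cAMP and labeled anti-cAMP, 671 nm · Times – compound 30 min, challenge 1 h, detection 1 h · Compound – single nominal compound dose of 6.5 µM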
* = called active by the depositor; nt = no result given.

mol	Cardio protect	Glyco luc inh	MC4R antagonist	Granule exo inh	HTR2A ag	aDG glyco up	MC4R barr agon	ABHD5-PLIN5 inh	iPSC survival up	ABCB6 inh MLPCN
COc1ccc(/C=C2/N=C(SCC(=O)Nc3cc(C)on3)N(c3ccccc3)C2=O)cc1	-8.2	-4.6	-7.2	-6.2	0.0	0.0	10.5*	-5.6	-1.3	79.0
Cc1csc(SC(C)c2nc3scc(-c4ccccc4)c3c(=O)[nH]2)n1 (stereo not drawn)	-4.3	-4.7	-5.6	0.9	1.6	0.7	0.1	-3.3	-0.5	101.0
Fc1cccc(CN2CCN(c3nc4nonc4nc3NC3CC3)CC2)c1	3.2	1.4	5.0	-7.5	1.8	-0.1	-1.9	-1.0	-0.6	106.0
CC(/C=C1\SC(=S)N(C(C(=O)O)c2ccccc2)C1=O)=C\c1ccccc1 (stereo not drawn)	-6.6	1.2	8.5	6.6	6.8	0.0	0.5	2.8	0.1	96.0
CC1CCCC(C)N1C(=O)CN1CCN(c2nc(-c3ccc(F)cc3)cs2)CC1 (stereo not drawn)	-20.8	-4.0	2.2	0.7	-1.4	1.9	-0.2	-5.6	-2.1	104.0
COc1ccccc1NS(=O)(=O)c1cccc(C(=O)NNC(=O)c2ccc(O)c(Cl)c2)c1	10.8	-0.5	11.0	9.5	15.8*	-0.3	-4.6	6.5	0.2	96.0
Cc1ccccc1NS(=O)(=O)c1ccc(C2CNC(=O)C2)cc1 (stereo not drawn)	-1.2	-0.4	5.1	9.3	-2.9	0.0	-0.8	2.9	0.9	94.0
COc1ccc(CSCC(=O)NN=C2CCN(C)CC2)cc1	5.4	1.2	6.1	-0.6	-6.1	-0.3	-2.3	-5.8	0.3	103.0
O=[N+]([O-])c1cccc(/C=C/c2ccc3cccc(O)c3n2)c1	31.2	18.2	-10.9	-12.2	0.1	0.3	-2.2	-3.6	-0.6	99.0
CCCNC(=O)OC1CC2CC1[C@H]1CCCCN1C2=O (stereo partly drawn)	nt	nt	nt	-3.8	6.2	-0.1	nt	6.7	-0.9	104.0
Cc1noc(C)c1C(=O)NCc1ccco1	3.6	1.0	10.3	-1.8	-1.1	0.8	-1.9	-0.2	-0.7	99.0
C=CCSc1nnc(COc2ccc(=O)n(-c3ccccc3)n2)n1CC	3.0	4.6	-5.2	0.0	1.1	0.0	-0.6	1.1	-0.5	100.0
Cc1cc(=O)[nH]c2ccc(S(=O)(=O)Nc3ccccc3)cc12	13.7	11.9	-1.0	-4.2	-1.9	-0.1	-1.4	3.0	-0.2	95.0
O=C(Nc1ccc(F)cc1)C1CCN(c2nnnn2-c2ccccc2)CC1	7.0	1.1	14.3	-0.9	-0.1	-0.2	0.3	1.7	0.4	98.0
Cn1c(-c2ccccc2)cnc1NCc1ccc(-c2ccccc2)cc1	16.3	-1.5	0.4	16.3	-3.6	0.5	-1.1	15.5	-0.5	92.0
CCOC(=O)c1sc2nc(C)nc(NCc3ccccc3OC)c2c1C	-16.7	-1.1	3.2	16.3	-0.8	1.4	-0.1	-3.7	0.7	94.0
Cc1ccc2oc(=O)n(Cc3ccccc3)c2c1	4.6	-2.0	-4.9	-13.4	2.5	-0.1	0.4	-0.9	-0.7	100.0
C#CCSc1nnc(CNS(=O)(=O)c2ccc(Br)cc2)n1C	1.9	-2.2	5.5	-6.7	-9.6	0.3	0.7	2.8	-0.4	102.0
COC(=O)CSc1nnc(CNC(=O)c2cccc(C)c2)n1-c1ccccc1OC	7.9	4.5	0.2	-2.3	5.2	-0.1	-1.2	2.6	3.9	93.0
CCN(c1ccccc1)S(=O)(=O)c1ccc(NCC2COc3ccccc3O2)nc1 (stereo not drawn)	-6.9	-6.6	4.2	-2.3	-8.8	0.3	-2.2	-5.1	-2.1	103.0
COc1ccc2ccc3cccc[n+]3c2c1	0.3	3.1	3.4	-5.2	4.5	0.4	-1.6	-2.4	-0.4	93.0
OC(c1ccc2c(c1)OCO2)c1ncc(-c2ccccc2)[nH]1 (stereo not drawn)	14.4	0.8	3.3	-1.1	-4.9	-0.5	0.7	-7.5	1.8	96.0
C#CCN1C=CC(=O)[C@@H](O)[C@H]1c1ccccc1Br	7.3	1.6	-3.1	-1.5	2.7	-0.1	2.6	4.2	5.2	99.0
C#CCOCCOCCOCCNc1nc(N2CCN(C(=O)[C@H](CCCCN)n3cc([C@@H](N)CC(N)=O)nn3)CC2)nc(N2CCN(C(=O)[C@H](CCCCN)n3cc([C@@H](N)CC(N)=O)nn3)CC2)n1	-10.8	2.7	-5.1	3.2	2.9	0.1	-0.2	-1.3	-1.5	101.0
COc1ccc(CCNC(=O)Cn2cnc3sc(C)c(-c4ccc(F)cc4)c3c2=O)cc1OC	-2.6	-2.6	9.7	-1.1	1.5	0.3	-2.8	2.2	-0.6	105.0
Cc1ccccc1C(=O)Nc1ccnn1C1CCN(CC2CC=CCC2)CC1 (stereo not drawn)	-2.0	-2.4	1.0	1.7	0.7	-0.3	0.0	-4.8	0.6	99.0
CCOc1ccc(N(CC(=O)Nc2ccc(OC)cc2)S(C)(=O)=O)cc1	-11.5	-1.5	3.0	-0.2	-5.5	-0.3	-2.8	-3.7	13.4	95.0
Cc1cc(NC(=O)CSc2nc3cc(Cl)ccc3c(=O)n2Cc2ccco2)no1	5.5	20.8	8.0	4.6	-1.2	-0.2	-2.2	-0.5	-0.2	98.0
CCOC(=O)c1ccc(NC(=O)c2cc(C)nc3ccccc23)cc1	6.1	2.7	-1.5	-5.5	-2.7	0.1	0.8	3.9	-0.6	100.0
OC[C@@H]1CN(Cc2ccco2)C[C@H](n2cnc3c(NC4CC4)ncnc32)O1	0.9	3.8	11.5	-4.4	-0.6	0.0	0.2	3.8	-2.0	99.0
O=C1N=C(N2CCOCC2)S/C1=C/c1cccs1	-2.8	-0.6	-17.7	-1.6	4.4	0.1	2.1	12.1	-0.5	98.0
O=C(N/C(=C\c1ccccc1)C(=O)N1CCOCC1)c1ccc(Br)o1	-3.2	0.6	-4.7	3.1	8.6	-0.1	-2.0	0.4	-0.4	96.0
COc1ccc(C(CC(=O)O)c2cc(OC)c(OC)c(OC)c2)cc1OC (stereo not drawn)	4.9	-7.2	11.3	-1.2	7.8	0.1	1.2	-3.5	-1.3	97.0
c1ccc2c(c1)oc1c(NCc3ccc4c(c3)OCO4)ncnc12	-37.2	1.6	-0.8	1.1	-3.1	0.1	-1.0	-3.9	-2.4	110.0
Cc1cc(NC(=O)COc2cccc(C)c2C)no1	-11.7	-1.2	2.9	0.8	-4.0	0.0	0.2	0.2	1.2	94.0
COc1ccc(NC(=O)CN(C2CCCCC2)S(C)(=O)=O)cc1Cl	-10.0	1.3	14.6	-0.1	-5.1	0.5	-2.9	-0.9	0.7	95.0
COc1ccc(CNC(=O)CC(C)CC2=NS(=O)(=O)c3ccccc3N2)cc1 (stereo not drawn)	2.8	-0.6	-1.9	-3.7	1.6	-0.1	-0.1	0.4	0.4	105.0
COc1ccc(C(=O)Nc2nc3ccccc3[nH]2)cc1OC	-3.8	-1.1	6.6	-0.6	2.8	-0.2	-2.0	-9.6	-2.6	103.0
CC(C)C[C@@H](CN1C(N)=NC[C@@H]1C)NC(=O)CC12CC3CC(CC(C3)C1)C2	1.0	2.6	9.4	-0.5	-5.7	-0.1	-1.6	0.9	0.2	101.0
COc1ccc(S(=O)(=O)NC2CC2)cc1Br	4.7	-0.5	-7.9	11.4	-0.5	-0.2	0.7	-0.3	-0.3	94.0
Cn1c(N)c(C(=O)COC(=O)COc2ccc(Cl)cc2Cl)c(=O)n(C)c1=O	-1.1	-0.5	18.2	0.9	-0.4	-0.1	1.9	4.3	-2.6	102.0
C#CC(=O)CC1(CN(Cc2ccccc2)C(=O)OC(C)(C)C)CCCCC1	-18.8	20.5	14.7	-1.9	2.2	-0.7	2.9	9.2	-3.3	98.0
O=C(CSc1nc2cc3ccccc3cc2[nH]1)Nc1ccc(F)cc1	-11.6	2.0	-7.1	1.0	2.4	0.5	9.6*	-6.5	-4.1	110.0
CCCCCn1c(CNC(=O)COC)nc2ccccc21	-4.1	1.2	-3.7	0.3	8.2	0.1	1.0	9.5	-0.5	84.0
COc1ccc(CNS(=O)(=O)CCNC(=O)c2ccc3c(c2)OCO3)cc1	-1.0	6.0	6.5	3.0	-7.5	0.3	-2.8	2.8	-0.6	100.0
CCOC(=O)/C=C1\SCC(=O)N1CC(=O)NC(C)C	1.7	2.5	3.8	3.4	1.2	-0.4	-1.3	-2.5	-2.7	99.0

From PubChem
